CDK5 p35 inh: inhibitors of human CDK5/p35 kinase; inhibition, % at 10 µM; 0.01% of 330,000 active; Recombinant CDK5/p35, ADP-Glo luminescence, 60 min; Q00535+Q15078; AID 488839;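 active = highest replicate inhibition of at least 50% and at least 75% of replicates reaching 50%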;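 note: plate controls were DMSO neutral control for no effect and GW8510 at 10 µM for full effect; many of its hits are not listed in these tables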
dFosB activator: enhances mouse delta FosB homodimer DNA binding. P13346. purified delta FosB, TAMRA-CDK5 oligo fluorescence polarization; percent of positive-control signal above neutral wells. activation, % at 25 µM. 0.99% of 340,000 active. AID 493131;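 active = mean activation above about 17%, with every replicate also reaching it, limit read from the data, passing the limit was not always enough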;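 note: fluorescence polarization rise as delta FosB binds a TAMRA Cdk5 AP-1 oligo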
PvdQ inh: blocks Pseudomonas aeruginosa PvdQ acylase activity. 0.063% of 340,000 active. inhibition, % at 10 µM. purified PvdQ acylase, fluorescence plate reader; in the data active = inhibition above about 30%, passing the limit was not always enough;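 note: 0% = vehicle neutral wells and 100% = reference inhibitor wells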
Rtt109 Vps75: C. albicans Rtt109 histone acetyltransferase inhibition; Q5AAJ8; inhibition, % at 34.9 µM; 0.16% of 330,000 active; purified Rtt109/Vps75, ThioGlo CoA-SH fluorescence, 4 h;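 active = inhibition of at least 50% in every replicate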
Target sequence (Q5AAJ8 whole entry, looked up): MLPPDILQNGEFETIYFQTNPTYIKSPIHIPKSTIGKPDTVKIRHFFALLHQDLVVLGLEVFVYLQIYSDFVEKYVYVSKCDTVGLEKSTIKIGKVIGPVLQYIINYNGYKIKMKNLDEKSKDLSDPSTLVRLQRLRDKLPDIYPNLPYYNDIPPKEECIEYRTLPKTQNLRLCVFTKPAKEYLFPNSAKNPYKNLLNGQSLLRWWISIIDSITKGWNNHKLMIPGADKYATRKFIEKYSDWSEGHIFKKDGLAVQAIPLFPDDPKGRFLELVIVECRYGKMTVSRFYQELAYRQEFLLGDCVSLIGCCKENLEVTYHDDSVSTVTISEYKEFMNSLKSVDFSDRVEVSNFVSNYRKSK
cardiac RTF act: increases calcium sensitivity of human cardiac regulated thin filaments; 0.24% of 340,000 active; activation, % at 7.2 µM; IANBD-labeled TnC RTF fluorescence at EC20 calcium; 0% EC20 calcium, 100% full calcium; AID 493008;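 active = activation above the mean over all tested compounds plus 3 SD, cut at about 30% in these data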;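 note: rise in fluorescence read as greater calcium sensitivity of cardiac thin filaments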
HTR5A ag: HTR5A agonism, opioid heterodimer counter-screen. 0.61% of 340,000 active. activation, % at 9.3 µM. P47898. HTR5A agonist assay, luminescence, cell-based; in the data active = activation mostly above about 9.5%, no sharp cut-off; inactive = mostly below about 7.6%;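 note: 0% = cells with vehicle only and 100% = reference agonist; strong numbers were not always called active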
Target sequence (P47898 whole entry, looked up): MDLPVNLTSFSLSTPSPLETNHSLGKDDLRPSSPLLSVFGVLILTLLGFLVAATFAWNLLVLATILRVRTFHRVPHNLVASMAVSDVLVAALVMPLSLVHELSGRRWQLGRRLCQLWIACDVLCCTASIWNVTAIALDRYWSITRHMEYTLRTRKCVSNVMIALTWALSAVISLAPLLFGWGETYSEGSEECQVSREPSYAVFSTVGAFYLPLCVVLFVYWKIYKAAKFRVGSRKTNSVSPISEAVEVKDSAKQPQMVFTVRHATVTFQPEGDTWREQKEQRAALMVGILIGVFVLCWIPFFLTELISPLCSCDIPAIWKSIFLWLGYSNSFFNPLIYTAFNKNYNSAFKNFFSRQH
SR-BI DiI-HDL act: activators of SR-BI mediated HDL lipid uptake; 0.096% of 320,000 active; activation, % at 12.5 µM; CHO ldlA[mSR-BI] cells, DiI-HDL uptake fluorescence, 3 h; 100 = double the neutral-control signal;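 active = mean replicate activation of at least 60% and every replicate at or above 60%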;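 note: 0% = median plate neutral-control signal and 100% = twice that signal; values of inactives mirror those of a sister screen read the other way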
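System: CHO ldlA[mSR-BI] cells / Medium: HEPES-buffered (25 mM, pH 7.4) F12 plus 0.5% BSA / Probe or stimulus: labelled HDL, 10 µg/mL / Doses: single compound concentration, delivered by pin transfer / Schedule: 3 h, 37 °C / Measured by: DiI fluorescence, bottom read / Measure: cell-associated DiI fluorescence as measure of HDL uptake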
Wnt bcat act: activators of Wnt/beta-catenin signaling. Wnt/beta-catenin reporter cell assay, activator, plate reader. activation, % at 9.35 µM. 1.2% of 300,000 active; in the data active = activation above about 30%, passing the limit was not always enough;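 note: 0% = neutral control wells and 100% = positive control wells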
SR-BI HDL uptake: mouse SR-BI HDL lipid transfer inhibition. Q61009. ldlA[mSR-BI] CHO cells, DiI-HDL uptake fluorescence, 3 h. inhibition, % at 12.5 µM. 0.96% of 320,000 active. AID 488896;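 active = mean replicate inhibition of at least 70% and a set share of replicates each scoring 70 or more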;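 note: 0% = median of neutral control wells and 100% = median of positive control wells; values of inactives mirror those of a sister screen read the other way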
MITF act: increases MITF-driven TRPM1 promoter luciferase signal; SK-MEL-5 TRPM1-promoter luciferase, 24 h; % of positive control, neutral wells = 0; activation, % at 12.5 µM; 0.75% of 300,000 active; AID 588334;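 active = mean activation of at least 80% with every replicate also reaching 80%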;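 note: 0% = neutral control wells and 100% = parthenolide positive control wells; values of inactives mirror those of a sister screen read the other way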
* hit, by the source's call; . = not tested or not shown.

Compound	CDK5 p35 inh	dFosB activator	PvdQ inh	Rtt109 Vps75	cardiac RTF act	HTR5A ag	SR-BI DiI-HDL act	Wnt bcat act	SR-BI HDL uptake	MITF act
COc1ccccc1N1CCN(C2CCCN(C(=O)CCc3ccccn3)C2)CC1 (stereo not given)	0.8	-5.9	-18.0	4.4	-2.8	1.3	-3.0	0.9	3.0	5.5
O=C(O)c1cnn2c1NC(c1cccs1)CC2C(F)(F)F (stereo not given)	-1.4	-2.8	3.0	0.2	-3.6	5.3	-9.3	.	9.3	-4.4
O=C(NCc1ccc(Cl)cc1)C1CCC(CNc2c(N3CCCC3)c(=O)c2=O)CC1 (stereo not given)	0.0	4.0	-13.0	-19.6	-2.6	2.3	11.1	-5.1	-11.1	-2.5
CC(C)N1CCN(Cc2cnc(-c3ccccc3)s2)CC1CCO (stereo not given)	-0.2	-6.4	-3.2	0.7	2.4	3.2	.	-0.6	.	-2.9
CN(C)/C=N/c1cc(=O)[nH]c(=O)n1CC1CC1	0.5	11.0	1.1	8.0	8.3	6.7	8.0	2.1	-8.0	-0.8
COc1ccc(NC(=O)COC(=O)CNC(=O)C2CCCCC2)cc1	0.5	1.2	-8.1	6.5	-1.8	-2.5	19.3	-1.8	-19.3	3.7
CC(=O)c1ccc(NS(=O)(=O)c2cccc(C)c2)cc1	-12.2	-1.6	-12.9	-7.0	5.9	7.7	7.9	.	-7.9	22.9
Cc1cc(C(=O)OCC(=O)NC(=O)NC(C)(C)C)c(C)o1	1.4	-1.2	-6.9	5.4	3.6	2.3	6.9	.	-6.9	5.5
COC(=O)c1ccc(CN(C)S(=O)(=O)c2ccc(C)cc2)o1	2.0	-5.2	-2.3	11.5	-2.2	-0.8	-5.6	1.9	5.6	21.8
C=C1C(=O)OC2C1CCC(C)C1C=CC(=O)C12C (stereo not given)	1.7	-17.6	-4.0	-5.8	3.5	-1.7	16.8	-6.6	-16.8	-67.5
COc1cc(OC)c(C(=O)Nc2cccnc2)cc1OC	-7.8	3.7	-7.3	-2.7	3.0	1.6	-17.2	0.5	17.2	10.2
Clc1ccccc1OCc1nc(-c2ccc(Br)o2)no1	0.2	-3.5	-11.4	-2.3	4.7	-3.6	-14.7	15.8	14.7	.
CN1CCN(C(=O)Cn2c(C(F)(F)F)nc3ccccc32)CC1	-1.0	-1.3	-15.9	-10.6	1.6	.	2.4	28.4	-2.4	-1.1
O=C(c1ccccc1)N(CCN1CCOCC1)C1(C(=O)Nc2ccccc2)CCCCC1	0.3	-2.3	0.9	-7.9	2.3	2.2	6.4	-1.3	-6.4	-1.6
COc1ccc(NC(=O)Cn2nnc(C(=O)Nc3ccccc3C)c2N)cc1	-1.4	-0.2	9.4	7.4	-4.3	-3.3	16.8	2.6	-16.8	-9.6
O=S(=O)(Nc1cccc(-c2ccc(N3CCCCCC3)nn2)c1)c1ccccc1Cl	.	-7.1	-7.6	-2.5	3.5	1.8	7.9	5.5	-7.9	2.9
O=C(COc1cccnc1[N+](=O)[O-])Nc1cccc(S(=O)(=O)N2CCCCC2)c1	1.5	-3.9	-25.2	-1.8	7.3	-4.1	-9.2	-1.9	9.2	-4.4
COc1ccc(N2CCN(C(=S)NCCc3ccccc3)CC2)cc1	1.1	-9.5	-18.1	11.7	2.0	7.0	-22.2	-9.4	22.2	-7.7
NS(=O)(=O)c1cccc(NC(=O)c2cccc(N3C(=O)c4ccccc4C3=O)c2)c1	-0.8	-10.7	-13.5	-2.1	7.0	0.6	-11.8	0.5	11.8	7.0
CCN1CCN(C(=O)/C=C\C(=O)O)CC1	-3.5	-4.2	-9.4	3.3	2.6	2.7	6.6	.	-6.6	-12.5
C=C1C2(C(=O)NCc3ccco3)CCC(C2)C1(C)C (stereo not given)	1.7	-5.0	-8.1	3.3	2.2	1.6	-17.4	.	17.4	-0.2
Cc1cccc(-n2c(C)cc(C=C3C(=O)c4ccccc4C3=O)c2C)c1	7.7	-2.2	2.3	24.7	62.5*	8.7	-5.9	.	5.9	3.8
CCN(C(=O)COC(=O)CCCOc1ccc(Cl)cc1C)c1c(N)n(Cc2ccccc2)c(=O)[nH]c1=O	0.2	11.1	4.8	0.8	1.9	6.7	-47.7	-9.6	47.7	-13.7
O=C(COC(=O)c1ccc(CNS(=O)(=O)c2ccc(F)c(Cl)c2)cc1)NC1CCCCCCC1	-1.5	-2.0	1.9	-1.1	-3.8	6.4	-10.4	2.2	10.4	5.7
Cc1ccc(-c2nc3ccccn3c2Nc2ccccc2)o1	0.2	-2.5	-14.3	-4.3	3.5	1.2	-19.9	5.8	19.9	15.6
O=C(CCS(=O)(=O)c1ccccc1)NC12CC3CC(CC(C3)C1)C2	-0.9	4.8	5.6	4.5	1.0	-4.2	12.5	0.0	-12.5	97.0*
Cc1ccc(NC(=O)COc2cccnc2[N+](=O)[O-])cc1S(=O)(=O)N1CCCCC1	-1.4	-5.6	-1.9	-4.6	-3.6	7.0	1.8	-3.9	-1.8	-11.0
CCOc1ccccc1NC(=O)C(OC(=O)c1ccc(NC(=O)CC#N)cc1)c1ccccc1 (stereo not given)	1.0	-18.1	-6.7	-0.4	-17.0	-5.7	-15.5	0.1	15.5	4.0
CCc1cc2c(=O)[nH]c(-c3ccccn3)nc2s1	-1.8	0.2	2.3	8.7	1.4	-2.2	18.0	34.1*	-18.0	-27.2
COc1cc(C(=O)O/N=C2\CCCc3c2ccc(OC)c3[N+](=O)[O-])cc(OC)c1OC	1.1	-5.2	5.2	-11.2	-3.2	1.3	-55.0	.	55.0	-20.4

Some of the entries above, reformatted.
O=S(=O)(Nc1cccc(-c2ccc(N3CCCCCC3)nn2)c1)c1ccccc1Cl
  CDK5 p35 inh: .
  dFosB activator: -7.1
  PvdQ inh: -7.6
  Rtt109 Vps75: -2.5
  cardiac RTF act: 3.5
  HTR5A ag: 1.8
  SR-BI DiI-HDL act: 7.9
  Wnt bcat act: 5.5
  SR-BI HDL uptake: -7.9
  MITF act: 2.9

O=C(CCS(=O)(=O)c1ccccc1)NC12CC3CC(CC(C3)C1)C2
  CDK5 p35 inh: -0.9
  dFosB activator: 4.8
  PvdQ inh: 5.6
  Rtt109 Vps75: 4.5
  cardiac RTF act: 1.0
  HTR5A ag: -4.2
  SR-BI DiI-HDL act: 12.5
  Wnt bcat act: 0.0
  SR-BI HDL uptake: -12.5
  MITF act: 97.0*

(further entries)
Compound	CDK5 p35 inh	dFosB activator	PvdQ inh	Rtt109 Vps75	cardiac RTF act	HTR5A ag	SR-BI DiI-HDL act	Wnt bcat act	SR-BI HDL uptake	MITF act
O=C(NCCC(=O)N1CCCCC1)c1ccc(Br)cc1	-0.5	1.6	-11.5	-5.4	-0.1	1.1	-7.0	3.5	7.0	31.7
CCn1c(SCC#N)nc2ccccc2c1=O	0.2	1.9	-12.5	-4.4	1.5	-1.5	20.6	-1.0	-20.6	-4.6
CN(C(=O)c1ccc(OC2CCN(CCc3ccccc3)CC2)cc1)C1CCCCC1	0.9	3.8	-5.1	-0.6	1.4	-1.1	-11.3	-2.3	11.3	3.9
C=CCOc1ccccc1/C=N/NC(=O)c1ccc(Cl)cc1Cl	0.2	-7.6	-14.8	3.5	3.1	0.0	-22.9	1.5	22.9	1.6
O=[N+]([O-])c1cc(Cl)cc(/C=N/NC(=S)Nc2cc(S(=O)(=O)N3CCOCC3)ccc2Cl)c1O	1.1	-30.5	5.5	-16.3	-6.3	-4.0	.	-3.5	.	-16.8
COc1ccc(CCNS(=O)(=O)c2cc(/C=C/C(=O)O)ccc2C)cc1OC	1.6	6.3	-0.1	.	2.4	3.8	17.2	-1.7	-17.2	-11.0
CCN(CC)Cc1cc2[nH]c3c4ccc(Cl)cc4ncc3c2cc1OC	0.1	24.0*	-20.3	-4.1	-6.8	3.5	.	-0.4	.	-11.3
O=C(CSc1n[nH]c(-c2ccncc2)n1)Nc1ccc(Cl)cc1	0.5	-6.3	9.7	15.0	9.6	2.3	.	1.6	.	2.2
O=C(CSc1nnc(Cc2ccccc2)o1)Nc1ccccc1	-1.2	-7.5	-13.0	1.2	-8.4	1.6	6.9	-0.5	-6.9	-6.1
CCOc1ccccc1C(=O)NC1CCN(CC(=O)Nc2cc(OC)ccc2OC)CC1	0.4	-3.8	4.1	-2.0	-9.5	-2.6	-12.9	-0.2	12.9	9.8
CN1N=C(C(=O)N2CCN(c3ccc([N+](=O)[O-])cc3)CC2)CCC1=O	0.5	3.4	-7.9	0.1	-0.1	1.5	-1.5	-2.1	1.5	14.9
Cc1cccc(C(=O)N2CCN(S(=O)(=O)c3ccc4c(c3)OCCCO4)CC2)c1[N+](=O)[O-]	-1.0	-2.7	-12.7	-1.5	6.6	1.2	-1.6	-1.4	1.6	-5.5
O=C(/C=C\Nc1ccc2c(c1)OCO2)c1ccccn1	5.0	-0.8	9.2	0.9	5.2	4.9	-1.2	.	1.2	-75.2
CCOc1ccccc1N(CC(=O)Nc1ccccc1F)S(=O)(=O)c1ccccc1	-0.3	4.7	1.0	12.5	-3.0	0.6	-15.1	-1.4	15.1	.
CC(=O)NCCc1ccc(S(=O)(=O)Nc2ccc(NC(=O)c3ccc(F)cc3)cc2)cc1	-1.2	2.9	-18.0	-7.5	-2.6	1.6	-46.1	-1.1	46.1	-1.1
CCOC(=O)c1sc(NC(=O)c2cccc(S(=O)(=O)N3CCc4ccccc43)c2)c(C#N)c1C	4.2	-6.5	-2.2	-0.2	10.9	-0.6	-75.5	-1.6	75.5*	-20.4
CCOC(=O)c1c(-c2ccccc2)oc2ccc(OC(C)C(=O)O)cc12 (stereo not given)	-0.9	-1.2	-1.4	-6.3	6.7	-2.6	40.3	3.0	-40.3	1.2
COc1ccc(S(=O)(=O)N2CCCCC2)cc1NC(=O)CSc1ncnc2ccccc12	.	-11.3	-14.5	3.5	-5.0	-3.7	-43.3	.	43.3	-4.7
CCCn1nc2ccccc2c1P(=N)(N1CCOCC1)N1CCOCC1	-0.4	-5.8	-9.4	-10.1	-4.0	3.9	21.4	.	-21.4	4.1
N#CCCNS(=O)(=O)c1ccc(C(=O)OCC(=O)Nc2ccc3c(c2)OCO3)cc1	0.2	-2.4	19.3	-7.7	-5.5	0.2	7.2	5.6	-7.2	6.5

Bioassay records: PubChem, several laboratories
